# ELG1 genotox – genotoxicity induction in ELG1-luciferase HEK293T cells | HEK293T ELG1-luciferase reporter, luminescence, 16 h | Potency, µM (doses to about 46 µM), for the others: top-dose activity change, positive = activation, most hits filed as activators | actives 1.3% (n = 330,000); note: % of control where 0% means no effect; nearly all actives have a fitted effect of over 60% in size
#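 Genotoxicity was scored as increased ELG1-luciferase reporter signal, measured by ONE-Glo luminescence (30 min, room temperature). Compound or vehicle exposure of the HEK293T reporter cells lasted 16 hr at 37°C.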
# NPC1 promoter act – NPC1 promoter activation. Huh7 NPC1 promoter luciferase reporter, 24 h. Potency, µM (series often up to 9.22 µM), for inactives: top-dose activation, actives largely listed as activators. actives 2.4% (n = 320,000);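 note: % of control where 0% means no effect; nearly all actives have a fitted effect of over 60% in size; reporter is driven by a mutant NPC1 promoter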
#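 Luminescence read-out of NPC1 promoter-driven luciferase in stably transfected Huh7 cells; compounds delivered in DMSO and left 24 h at 37C, 5% CO2, qHTS titration format.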
# uPA generation – inhibitors of cell surface uPA generation; Potency, µM (titrated, usually from 38.3 µM), for the others: top-dose activity change, negative = inhibition, actives largely listed as inhibitors; actives 0.31% (n = 330,000); cell surface uPA generation assay, qHTS; active = well fitted inhibition curve with a large enough effect; inconclusive = small, poorly fitted or top-dose-only effect; inactive = no such curve, though single readings can be large or run the other way; tested in mouse RAW 264.7 cells; note: % is set by controls: 0 for no effect and ±100 for the full control effect; nearly all actives have a fitted effect of over 55% in size
# FLuc modulator – inhibits or activates purified firefly luciferase, miR-21 counter-screen. actives 6.9% (n = 360,000). Potency, µM (top dose mostly 57.5 µM), without a hit: at the top dose activity change, negative = inhibition, actives largely listed as inhibitors. purified FLuc, Km substrates, luminescence inhibition;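 note: plate controls were vehicle for no effect and reference inhibitor for full effect; nearly all actives have a fitted effect of over 55% in size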
# Target sequence (P08659 whole entry, looked up): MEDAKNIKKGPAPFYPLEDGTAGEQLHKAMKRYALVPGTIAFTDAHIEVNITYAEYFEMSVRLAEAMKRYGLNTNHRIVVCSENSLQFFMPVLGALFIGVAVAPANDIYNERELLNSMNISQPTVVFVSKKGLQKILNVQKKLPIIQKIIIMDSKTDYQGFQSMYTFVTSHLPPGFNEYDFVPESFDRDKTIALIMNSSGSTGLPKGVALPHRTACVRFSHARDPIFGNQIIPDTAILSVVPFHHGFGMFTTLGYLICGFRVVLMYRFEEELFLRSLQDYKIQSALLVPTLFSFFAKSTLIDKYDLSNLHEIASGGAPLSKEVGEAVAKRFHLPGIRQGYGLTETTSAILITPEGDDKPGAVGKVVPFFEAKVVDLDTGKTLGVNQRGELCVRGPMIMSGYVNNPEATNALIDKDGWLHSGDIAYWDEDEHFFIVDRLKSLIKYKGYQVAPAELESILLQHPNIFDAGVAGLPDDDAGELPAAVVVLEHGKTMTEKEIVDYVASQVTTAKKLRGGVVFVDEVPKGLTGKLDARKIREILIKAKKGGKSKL
#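 Biochemical qHTS of compounds, final roughly 60 µM downward over six points, against 10 nM purified firefly luciferase using Km concentrations of substrates (10 uM D-luciferin, 10 uM ATP) in Tris acetate pH 7.5 buffer; luminescence output.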
# MBNL1-CUG inh – MBNL1-poly(CUG) RNA binding inhibition; Q9NR56; TR-FRET MBNL1-His/biotin-(CUG)12 binding, 665/545 ratio; Potency, µM (highest dose often 57.5 µM), for the others: at the top dose activity change, negative = inhibition, usual class: inhibitors; actives 0.036% (n = 280,000); AID 2675; active = well fitted inhibition curve with a large enough effect in the signal ratio, with a control signal flat, not every such curve was filed as active; inconclusive = small, poorly fitted or top-dose-only effect, or effect the other way, or a change in a side signal; inactive = no such curve, though single readings can be large or run the other way; the % refers to the signal ratio; note: % is set by controls: 0 for no effect and ±100 for the full control effect
# Target sequence (Q9NR56 whole entry, looked up): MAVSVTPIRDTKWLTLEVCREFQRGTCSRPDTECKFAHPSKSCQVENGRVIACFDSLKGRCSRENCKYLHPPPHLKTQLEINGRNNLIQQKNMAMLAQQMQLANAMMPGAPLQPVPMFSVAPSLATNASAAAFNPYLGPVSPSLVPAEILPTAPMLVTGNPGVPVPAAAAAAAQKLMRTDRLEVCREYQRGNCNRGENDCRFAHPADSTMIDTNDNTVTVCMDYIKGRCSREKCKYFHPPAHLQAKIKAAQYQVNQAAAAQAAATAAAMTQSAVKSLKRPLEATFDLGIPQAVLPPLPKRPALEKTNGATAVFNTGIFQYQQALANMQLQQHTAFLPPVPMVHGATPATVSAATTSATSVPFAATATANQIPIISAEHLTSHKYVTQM
#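 TR-FRET readout: Ex 340 nm, 665/545 nm emission ratio, normalized to buffer-only (basal) and MBNL1-(CUG)12 controls. Complex of MBNL1-His with Biotin-(CUG)12, compounds 92 nM–58 uM, incubated 60 min at room temperature.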
# p53 reactivator – restores transcriptional activity of mutant p53 | H1299 p53-A138V BP100-luciferase reporter, luminescence, 24 h | Potency, µM (doses to about 92.2 µM), for inactives: at the highest dose activity change, positive = activation, most hits filed as activators | actives 0.063% (n = 320,000); note: % of control where 0% means no effect; nearly all actives have a fitted effect of over 45% in size
#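 p53-null H1299 cells stably carrying temperature-sensitive p53-A138V and a BP100-luciferase reporter were pinned with compounds (4-point, 1:5 series) and held 24 hrs at 37 deg C. Luminescence was read 10 min after detection reagent.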
# Rab9 prom act – activates the Rab9 promoter; Huh7 Rab9 promoter-luciferase reporter, luminescence, 24 h; Potency, µM (titrated, usually from 9.22 µM), for inactives: at the top dose activation, negative = inhibition, hits mostly activators; actives 2.8% (n = 320,000); AID 485297; note: % of control where 0% means no effect; nearly all actives have a fitted effect of over 60% in size
#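 Promoter activation is measured as luciferase luminescence in Huh7 cells stably transfected with a Rab9 promoter–luciferase construct, following 24 h compound exposure at 37 °C and 10 min reagent incubation at ambient temperature.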
# CXXC DNA block – MLL CXXC-DNA interaction inhibition. Q03164. MLL-CXXC / FITC-HOXA9 DNA fluorescence polarization. Potency, µM (highest dose often 115 µM), inactives show at the top dose activity change, negative = inhibition, most hits filed as inhibitors. actives 0.037% (n = 290,000). AID 2662; active = well fitted inhibition curve with a large enough effect in the polarisation, with a control signal flat, not every such curve was filed as active; inconclusive = small, poorly fitted or top-dose-only effect, or effect the other way, or a change in a side signal; inactive = no such curve, though single readings can be large or run the other way; the % refers to the polarisation
#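 Fluorescence polarization: 7 uM MLL-CXXC (stock) preincubated 5 min with compounds, then 50 nM fluorescein-HOX-A9 DNA (stock) added; 30 min ambient. Buffer 50 mM Tris-HCl pH 7.5, 50 mM NaCl, 1 mM DTT, 0.05% BSA.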
# RORgamma inh – blocks mouse ROR gamma transcriptional activity | P51450 | Drosophila S2 Gal4-RORgamma UAS-luciferase reporter, 20 h | Potency, µM (top dose mostly 53.6 µM), inactives show at the top dose activity change, negative = inhibition, hits mostly inhibitors | actives 5.4% (n = 310,000) | AID 2551; note: % is set by controls: 0 for no effect and ±100 for the full control effect; nearly all actives have a fitted effect of over 60% in size
#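 Compounds are pin-transferred onto Drosophila Schneider cells expressing a copper-inducible Gal4–ROR gamma transactivation domain fusion. After 1 hr, copper sulfate is added to 700 uM final; luciferase is read 20 hr later.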
# BRCA1 expr act – BRCA1 expression activation; MCF7-BRCA1-FFLuc reporter, luminescence, 48 h; response scale: scaled: vehicle 0%, 10 µM genistein 100%; Potency, µM (highest dose often 46.1 µM), without a hit: at the highest dose activation, actives largely listed as activators; actives 1.1% (n = 380,000); AID 624202; note: nearly all actives have a fitted effect of over 80% in size; some results filed as inactive show a strong effect at the top dose
#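 Luminescence from a BRCA1-driven firefly luciferase in MCF7 cells was read after 48 h compound exposure at 37 C. Data normalized against DMSO and a 10microM genistein activation control, then curve-fitted across the titration.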
# Gal4-VP16 FLuc – Gal4-VP16 reporter inhibition counter-screen | Drosophila S2 Gal4-VP16 UAS-luciferase, luminescence, 20 h | Potency, µM (titrated, usually from 53.6 µM), for the others: at the top dose activity, negative = inhibition, usual class: inhibitors | actives 3.5% (n = 310,000) | AID 2546;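 note: Gal4-VP16 expression switched on by copper sulfate through the metallothionein promoter; % is set by controls: 0 for no effect and ±100 for the full control effect; nearly all actives have a fitted effect of over 50% in size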
# An asterisk follows results filed as active; ? = inconclusive; . = not tested or not shown; & = joins results of further samples; [ ] = remark or other dose. Unless noted, calls come from the whole dose curve; as a rule, active = well fitted curve in the direction sought with a large enough effect; inconclusive = small, poorly fitted or top-dose-only effect, or another doubt; inactive = no such curve, though single readings can be large; an effect the other way counts as inactive or inconclusive. Potency is the fitted concentration of half-maximal effect. This is a subset; count on the stated rates, not on these rows.
SMILES,ELG1 genotox,NPC1 promoter act,uPA generation,FLuc modulator,MBNL1-CUG inh,p53 reactivator,Rab9 prom act,CXXC DNA block,RORgamma inh,BRCA1 expr act,Gal4-VP16 FLuc
O=C(CCc1nnc(Cc2ccc(-c3ccccc3)cc2)o1)NCC1CC1,-0.4%,0.6%,1.8%,-12.8%,-2.8%,-0.8%,-0.1%,-7.0%,10.4%,0.0%,-18.0%
CC(C)(C)c1ccc(Cn2nnc3c(=O)[nH]c(C4CCN(C(=O)Cc5cccs5)CC4)nc32)cc1,-16.7%,17.0%,.,2.5%,5.3%,-11.8%,1.0%,0.4%,31.8%,-60.4%,?
Cc1ccc(/C=N\NC(=O)c2ccc(Cn3cc(Br)c([N+](=O)[O-])n3)o2)o1,-1.7%,-0.5%,-1.5%,-1.0%,18.6%,-3.4%,-5.7%,-1.8%,-23.3%,-19.7%,4.0%
COC(=O)c1ccsc1NC(=O)c1cccc(OC)c1,-4.4%,-3.1%,-3.5%,?,-2.2%,3.8%,-2.5%,-0.2%,18.4%,-44.8%,20.4%
CCOc1ccc(C(=O)Nc2nnc(C(C)C)s2)cc1OCC,23.3%,?,-0.7%,-2.1%,3.7%,0.5%,?,8.4%,0.5%,41.8%,-1.8%
CC(=O)NNS(=O)(=O)c1scc(S(=O)(=O)c2ccc(Cl)cc2)c1C,-3.1%,0.6%,1.4%,3.1%,0.2%,-5.3%,2.7%,5.0%,13.1%,7.2%,-0.5%
COc1ccc(S(=O)(=O)N2CCC(C(=O)OCC(=O)c3ccccc3)CC2)cc1[N+](=O)[O-],0.7%,0.3%,-5.6%,3.1%,10.9%,4.0%,-4.7%,0.5%,-5.4%,-20.5%,-11.2%
Cc1cc(N2CCOCC2)c2c(N)c(Br)cc(C)c2n1,-6.5%,6.8%,4.5%,0.6%[2.3 µM],?,-16.6%,2.4%,-0.4%,?,-16.2%,-2.4%
CC1CC(C)CN(C(=O)COC(=O)COc2ccccc2C#N)C1 (configuration not stated),-1.3%,-4.4%,17.0%,4.1%,.,7.2%,-2.0%,.,.,18.0%,.
CCCS(=O)(=O)c1nc(S(=O)(=O)c2ccc(C)cc2)c(NCCCN2CCCC2=O)s1,2.6%,1.0%,-3.8%,-0.7%,3.5%,-17.7%,6.6%,-4.0%,9.6%,1.8%,10.3%
CCCC(=O)N1CCN(c2ccc(NC(=O)c3cc4ccccc4o3)cc2Cl)CC1,-24.9%,-20.5%,-20.3%,?,10.2%,-47.0%[inhibitor],-26.5%,2.7%,0.1%,-95.2%,?
CC1(C(=O)O)COC(c2ccc([N+](=O)[O-])cc2)OC1 (configuration not stated),0.4%,-0.6%,.,0.9%,?,3.7%,1.7%,-4.8%,-0.1%,0.3%,9.9%
Cc1c(Cl)cccc1NC(=O)N1CCCN(c2nc(-c3ccccc3)ns2)CC1,0.1%,-17.2%,-2.2%,4.1%,-16.5%,-3.6%,-31.1%[inhibitor],0.4%,10.6%,-60.7%,3.9%
CCC1Oc2ccc(C)cc2N(CC(=O)N2CCCC2)C1=O (configuration not stated),-5.7%,0.6%,-3.2%,-4.1%,-0.2%,-6.8%,14.5%,-1.6%,-23.5%,0.2%,-1.1%
C/C(=N/NC(=O)c1ccc(C)nc1)c1ccc2c(c1)CCCC2,6.1%,-30.9%[inhibitor],-14.5%,?,3.9%,13.4%,-12.3%,3.2%,?,-13.0%,6.0%
CCOC(=O)C1=C(COC(=O)CNC(=O)c2ccc(C)cc2)NC(=O)NC1C (configuration not stated),1.7%,-0.6%,6.5%,-7.6%,-2.1%,15.5%,2.3%,2.3%,5.7%,0.0%,2.4%
Cc1cc(C(=O)NC2CC(C)(C)Cc3c2cnn3-c2cccc(F)c2)nn1C (configuration not stated),-8.0%,-5.3%,-2.7%,0.0%,-1.3%,-1.7%,-2.0%,-3.3%,13.6%,-9.4%,0.5%
O/N=C1\CCCc2oc3c(c21)CCCC3,-4.7%,2.8%,-0.4%,-5.1%,-1.4%,?,6.7%,5.7%,0.4%,0.3%,-14.6%
CCOC(=O)c1[nH]nc2c1C(=O)N(CC)C2=O,-1.0%,-2.8%,-3.9%,4.8%,-8.5%,10.5%,-4.6%,13.7%,1.1%,-28.4%,3.3%
CNC(=S)N/N=C/c1cn(CCOc2cccc(OC)c2)c2ccccc12,6.1%,4.1%,-9.5%,?,-15.5%,-0.2%,-3.1%,3.0%,1µM*,-63.7%,5.01µM*
O=C(CCc1nnc2ccc(N3CCCCC3)nn12)NCc1ccco1,3.4%,-0.9%,0.1%,-0.3%,4.0%,3.4%,-0.7%,6.7%,-25.2%,-18.8%,-0.6%
COCCn1c(SCC(=O)Nc2ccc(S(=O)(=O)N(C)C)cc2)nc2ccccc21,-6.1%,-1.5%,-1.2%,-2.1%,1.2%,-2.7%,8.3%,7.2%,20.2%,-27.8%,-10.8%
NC(=O)CSc1nnnn1-c1ccc2c(c1)OCCO2,1.5%,-2.3%,15.1%,2.7%,2.0%,-4.5%,-0.4%,-8.0%,3.1%,-0.3%,5.0%
CCOc1cc(C#N)c(NC(=O)CSc2nnnn2-c2ccc(OC)cc2)cc1OCC,4.1%,8.4%,4.6%,4.8%,-6.6%,6.3%,1.7%,0.5%,17.3%,-0.3%,-5.8%
CCOc1cc(C(=S)N2CCCCC2)ccc1OS(=O)(=O)c1ccc(Cl)cc1,-6.2%,0.9%,.,2.8%,-2.0%,-2.0%,-4.2%,15.2%,10µM*,-45.1%,-20.8%
CCCCCN(C(=O)NC(=O)Nc1ccccc1OC)S(C)(=O)=O,3.4%,-3.3%,-3.2%,-4.8%,3.8%,-5.2%,1.3%,6.8%,1.0%,-58.2%,12.4%
O=C(c1ccc2[nH]c3c(c2c1)CCCC3)N1CCN(c2ccc(F)cc2)CC1,-4.4%,1.1%,3.6%,-16.1%,.,-0.3%,-2.7%,9.3%,?,-37.0%,1.8%
CCOC(=O)c1sc(-n2[nH]c(C)cc2=O)nc1C,1.9%,11.1%,6.6%,15.1µM*,0.7%,1.4%,2.4%,-16.8%,-27.7%,-28.3%,-3.7%
Cc1cc(C)n(C2CC(=O)N(c3ccc(C)c(Cl)c3)C2=O)n1 (configuration not stated),-0.4%,0.2%,7.5%,-1.2%,-2.9%,-3.8%,2.0%,-1.2%,28.4%,-15.4%,-3.6%
CCCCn1c(N)c(N(CC(C)C)C(=O)c2ccc(-n3c(C)ccc3C)cc2)c(=O)[nH]c1=O,?,-0.9%,-6.6%,-1.2%,.,?,-2.2%,.,.,0.8%,.
C/C(CC(=O)Nc1cc(Cl)ccc1C)=N\NC(=O)C(=O)N1CCCC1,-0.8%,2.1%,-2.2%,1.3%,-0.9%,-1.8%,-0.9%,46.1%[activator],6.1%,-19.5%,7.3%
COc1ccc(OCC(=O)N(Cc2sccc2C)C2CCS(=O)(=O)C2)cc1 (configuration not stated),3.3%,3.9%,-2.5%,-12.6%&-10.3%,-4.6%,6.5%,-1.0%,0.7%,-13.1%,-1.0%,14.5%
N=c1oc2cc(O)ccc2cc1C(=O)Nc1nc2ccccc2s1,6.51µM*,3.98µM*,-1.8%,0.19µM*,.,?,3.16µM*,?,-1.8%[10 µM],?,4.2%
Cc1ccc(S(=O)(=O)N2CCC(C(=O)N/N=C/c3ccccc3[N+](=O)[O-])CC2)cc1,0.2%,-7.1%,-0.2%,-2.8%,?,-8.1%,-0.9%,-5.4%,?,-1.3%,11.3%
NS(=O)(=O)c1ccc(-n2nncc2C23CC4CC(CC(C4)C2)C3)cc1,1.4%,2.6%,-1.2%,1.3%,-6.7%,-4.2%,-2.3%,0.4%,0.9%,14.7%,-1.5%
Nc1cccc(C(=O)OCC(=O)Nc2cccc3c2C(=O)c2ccccc2C3=O)c1,2.1%,-2.1%,-3.9%,0.7%,.,12.6%,3.4%,0.6%,-40.2%,-2.4%,?

# Structural class, the entries above with a cyano group
SMILES,ELG1 genotox,NPC1 promoter act,uPA generation,FLuc modulator,MBNL1-CUG inh,p53 reactivator,Rab9 prom act,CXXC DNA block,RORgamma inh,BRCA1 expr act,Gal4-VP16 FLuc
CC1CC(C)CN(C(=O)COC(=O)COc2ccccc2C#N)C1 (configuration not stated),-1.3%,-4.4%,17.0%,4.1%,.,7.2%,-2.0%,.,.,18.0%,.
CCOc1cc(C#N)c(NC(=O)CSc2nnnn2-c2ccc(OC)cc2)cc1OCC,4.1%,8.4%,4.6%,4.8%,-6.6%,6.3%,1.7%,0.5%,17.3%,-0.3%,-5.8%
